TrxR1 substrate: is turned over as a substrate by rat TrxR1; O89049; purified TrxR1 substrate turnover, NADPH consumption readout; Potency, µM (highest dose often 114 µM), for inactives: at the top dose activity change, negative = substrate turnover; hit rate 0.01% among 390,000; also: potency is read from the fitted curve at half-maximal effect; % is scaled to controls: 0 for no effect and ±100 for the full control effect; nearly all actives have a fitted effect of over 50% in size
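Rat TrxR1, dispensed at 90 nM, was prereduced with 400 uM NADPH (final) for 5 min at ~22 deg C, then incubated with compound 15 min before 400 uM selenite. A first-read NADPH fluorescence drop versus no-compound background flagged substrates.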
Vif-A3F inh: blocks the Vif interaction with APOBEC3F. HeLa A3F-eYFP + Vif (tagged APOBEC3F with the HIV-1 protein that degrades it), YFP fluorescence increase. Potency, µM (top dose mostly 46.1 µM), inactives show at the top dose activity, negative = active. hit rate 0.2% among 390,000. AID 602313; also: potency is read from the fitted curve at half-maximal effect; % of control where 0% means no effect; nearly all actives have a fitted effect of over 65% in size
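HeLa cells stably expressing Vif plus C-terminally eYFP-tagged A3F were seeded, incubated overnight at 37 deg C, dosed with compound, incubated overnight again at 37 deg C. Yellow fluorescence (Ex 488/Em 500-530) reported blocked Vif-mediated A3F-eYFP degradation.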
Vif-APOBEC3G blk: blocks the Vif interaction with human APOBEC3G; Q9HC16; HeLa A3G-eYFP + Vif (tagged APOBEC3G with the HIV-1 protein that degrades it), YFP fluorescence, overnight; Potency, µM (top dose mostly 46.1 µM), for the others: at the top dose activity, negative = active, actives largely listed as inhibitors; hit rate 0.076% among 410,000;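 also: potency is read from the fitted curve at half-maximal effect; % is scaled to controls: 0 for no effect and ±100 for the full control effect; nearly all actives have a fitted effect of over 60% in size; hits raise eYFP signal because A3G escapes Vif-driven loss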
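Read-out is eYFP fluorescence (Ex 488/Em 500-530) from Vif-expressing HeLa A3G-eYFP cells; more signal means A3G escaped Vif-mediated degradation. Cells plated overnight, compound pinned in, incubated overnight at 37 deg C.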
Glioma ERSR ind: inducers of ER stress response in human glioma cells | U87-MG GRP78 promoter luciferase reporter, 16 h | Potency, µM, inactives show at the highest dose activation, most hits filed as activators | hit rate 0.02% among 420,000 | AID 602332; also: potency is read from the fitted curve at half-maximal effect; series mostly up to about 76 µM; % of control where 0% means no effect; nearly all actives have a fitted effect of over 35% in size
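Stably transfected U87-MG glioma cells carrying a GRP78-based luciferase sensor; 16 h compound incubation. Luminescence end-point read 10 min after Bright-Glo addition at room temperature.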
mIDH1 inhibitor: human IDH1 R132H inhibition; IDH1-R132H enzyme, NADPH consumption, diaphorase/resazurin fluorescence; Potency, µM (titrated, usually from 76.6 µM), without a hit: top-dose activity change, negative = inhibition, usual class: inhibitors; hit rate 0.093% among 390,000; AID 602179; also: potency is read from the fitted curve at half-maximal effect; % is scaled to controls: 0 for no effect and ±100 for the full control effect; nearly all actives have a fitted effect of over 65% in size
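IDH1-R132H (0.5 ug/mL dispensed) in pH 7.5 Tris buffer was preincubated 30 min with compound, then given a substrate mix of 0.016 mM NADPH and 2 mM alpha-KG for 80 min at room temperature; remaining NADPH was read by diaphorase/resazurin fluorescence.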
RGS4 inhibitor: inhibitors of human regulator of G protein signaling 4; Transcreener GDP fluorescence polarization, RGS4-accelerated GTP hydrolysis; P49798; Potency, µM (top dose mostly 114 µM), for the others: at the highest dose activity change, negative = inhibition, hits mostly inhibitors; AID 504845; hit rate 0.039% among 390,000; also: potency is read from the fitted curve at half-maximal effect; % is scaled to controls: 0 for no effect and ±100 for the full control effect; nearly all actives have a fitted effect of over 75% in size; some results filed as inactive show a strong effect at the top dose
Target sequence (P49798 whole entry, looked up): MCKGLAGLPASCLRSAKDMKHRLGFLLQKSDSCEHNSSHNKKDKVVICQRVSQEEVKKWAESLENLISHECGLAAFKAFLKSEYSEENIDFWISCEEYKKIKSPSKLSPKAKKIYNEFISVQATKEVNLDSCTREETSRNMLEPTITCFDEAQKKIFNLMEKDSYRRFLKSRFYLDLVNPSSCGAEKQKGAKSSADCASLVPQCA
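MLSMR compounds (23 nl, pin-transferred) preincubated 10 min at room temperature with a 500nM (2x) first reagent, then RGS4 at 900nM (2x) plus Transcreener GDP mix added; fluorescence polarization (620/688 nm) read before and after 90 min at 30 °C.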
USP1 inh: blocks the human USP1/UAF1 deubiquitinase complex; hit rate 0.23% among 390,000; AID 743255; recombinant USP1/UAF1, Ub-Rhodamine cleavage fluorescence; O94782; Potency, µM (top dose mostly 57.1 µM), for the others: at the highest dose activity change, negative = inhibition, hits mostly inhibitors; also: potency is read from the fitted curve at half-maximal effect; % is scaled to controls: 0 for no effect and ±100 for the full control effect; nearly all actives have a fitted effect of over 60% in size; inactives centre near -12
Target sequence (O94782 whole entry, looked up): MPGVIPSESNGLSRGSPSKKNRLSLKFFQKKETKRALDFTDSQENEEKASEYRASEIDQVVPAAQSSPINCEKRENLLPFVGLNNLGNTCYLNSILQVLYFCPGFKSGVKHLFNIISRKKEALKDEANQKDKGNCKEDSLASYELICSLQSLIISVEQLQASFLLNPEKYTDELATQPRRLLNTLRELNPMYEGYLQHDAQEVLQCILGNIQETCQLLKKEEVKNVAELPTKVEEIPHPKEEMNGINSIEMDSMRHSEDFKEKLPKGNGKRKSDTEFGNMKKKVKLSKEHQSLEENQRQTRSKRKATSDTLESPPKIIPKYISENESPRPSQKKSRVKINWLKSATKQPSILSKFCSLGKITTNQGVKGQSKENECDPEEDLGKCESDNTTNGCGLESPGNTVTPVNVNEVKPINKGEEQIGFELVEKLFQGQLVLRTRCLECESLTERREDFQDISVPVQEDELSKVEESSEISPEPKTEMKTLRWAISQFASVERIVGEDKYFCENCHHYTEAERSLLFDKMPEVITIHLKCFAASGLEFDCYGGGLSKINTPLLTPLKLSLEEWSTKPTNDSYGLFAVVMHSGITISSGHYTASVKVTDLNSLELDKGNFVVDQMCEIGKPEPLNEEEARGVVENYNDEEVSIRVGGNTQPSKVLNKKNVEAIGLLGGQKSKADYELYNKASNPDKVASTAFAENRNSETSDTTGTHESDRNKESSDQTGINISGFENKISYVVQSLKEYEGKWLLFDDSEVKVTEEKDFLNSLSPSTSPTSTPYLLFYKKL
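USP1/UAF1 complex (1 nM) preincubated 15 min at room temperature with compound, then Ub-Rho substrate (150 nM final) added. Kinetic fluorescence at 480/540 nm over 6 reads at 60 s intervals; 50 mM HEPES pH 7.8, 0.5 mM EDTA, 0.1 mg/ml BSA, 1 mM TCEP, 0.01% Tween-20.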
rTrxR1 inhibitor: inhibitors of rat thioredoxin reductase 1; O89049; recombinant rTrxR1, NADPH fluorescence consumption, selenite substrate; Potency, µM (top dose mostly 114 µM), without a hit: top-dose activity change, negative = inhibition, most hits filed as inhibitors; hit rate 1% among 390,000; AID 588453; also: potency is read from the fitted curve at half-maximal effect; % is scaled to controls: 0 for no effect and ±100 for the full control effect; nearly all actives have a fitted effect of over 65% in size
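Rat TrxR1 (90 nM in the dispensed reagent) was pre-reduced with 400 uM NADPH for 5 min at room temperature, then incubated with compound for 15 min. After 400 uM selenite was added, NADPH fluorescence (Ex 340/Em 450 nm) was followed for 8 min.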
LDHA inh: blocks human lactate dehydrogenase A | P00338 | purified LDHA, NADH/diaphorase-resazurin fluorescence; hits give low values | activity change, % (values are at about 110 or 230 µM) | hit rate 0.15% among 480,000 | AID 1347041; in the data active = activity change below about -30%; inconclusive = mostly about -25% to -30%;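 also: plate controls were DMSO wells for no effect and wells without enzyme for full effect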
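Human LDH5 (2 nM) was incubated with 0.06 mM NADH and 0.2 mM pyruvate for 5 min at room temperature in Tris pH 7.4. Remaining NADH was coupled through diaphorase/resazurin, and resorufin fluorescence was read at 0 and 20 min.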
* hit, by the source's call; ? = inconclusive; / = no result given; [ ] = dose if it differs, or a comment. Unless noted, calls follow the shape of the dose curve; as a rule, active = well fitted curve in the direction sought with a large enough effect; inconclusive = small, poorly fitted or top-dose-only effect, or another doubt; inactive = no such curve, though single readings can be large; an effect the other way counts as inactive or inconclusive.

SMILES	TrxR1 substrate	Vif-A3F inh	Vif-APOBEC3G blk	Glioma ERSR ind	mIDH1 inhibitor	RGS4 inhibitor	USP1 inh	rTrxR1 inhibitor	LDHA inh
N#CCCN1CCN(Cc2cc(-c3ccccc3)ccc2O)CC1	12%	-1%	-4%	2%	6%	-9%	-12%	30%	-8
CN1CCc2c1nc1ccccc1c2N (tested in a mixture with another compound)	34%[activator][57.1 µM]	-3%	3%	-11%	1%	4%	-18%	3%[57.1 µM]	-3
CCOC(=O)C1=C(C)C(c2ccccc2)NC(=S)N1 (stereo not drawn)	4%	3%	2%	-2%	4%	-12%	0%	6%	-6
S=c1c2c(nc3nc[nH]n13)CCC2	-6%	-4%	-18%	-4%	2%	20%	1%	?	2
CCOc1cc2c(cc1OCC)CN(C(=O)c1cccc(S(=O)(=O)N3CCCC3)c1)CC2	-3%	5%	1%	-4%	-1%	10%	-12%	11%	3
Nc1c(C(=O)NCc2ccc3c(c2)OCO3)nnn1Cc1cccc(F)c1	5%	?	-9%	-7%	0%	0%	-22%	19%	-9
COc1ccc(Nc2ccc([N+](=O)[O-])cn2)cn1	1%	1%	1%	-2%	7%	8%	-16%	30%	0
CCCCN(C)S(=O)(=O)c1cc(-c2nnc3c4ccccc4c(C)nn23)ccc1C	11%[57.1 µM]	-9%	1%	-4%	0%	-5%	?	34%[activator][57.1 µM]	1
CCC(C)NC(=O)c1ccc2c(c1)N(Cc1ccccc1)C(=O)CS2 (stereo not drawn)	8%[57.1 µM]	-23%	-5%	-6%	1%	-13%	-13%	12%[57.1 µM]	-12
Cc1cc(Oc2cc(NN3CCCCC3)c([N+](=O)[O-])cc2[N+](=O)[O-])c(C(=O)c2ccccc2)cc1Cl	-8%	-7%	1%	6%	-6%	-1%	-7%	11%	0
CCOc1ccc(NC(=O)NNC(=O)c2cc3ccccc3cc2O)cc1	-4%	0%	-1%	2%	-8%	-8%	-12%	18%	-20
COc1ccc(Cn2nnnc2CN2CCOCC2)cc1	11%	-13%	0%	-3%	4%	6%	-5%	22%	-3
CCc1cccc(C)c1NC(=O)Cc1ccsc1	-9%	0%	-6%	-2%	-6%	-16%	-20%	-12%	-10
CSc1nc(C)c(Cc2c(F)cccc2Cl)c(=O)[nH]1	-2%	6%	0%	-2%	-3%	21%	-11%	26%	-3
O=C(Cn1cc(C(F)(F)F)ccc1=O)Nc1ccc2c(c1)OCO2	/	-3%	-1%	-5%	-2%	/	-18%	/	-2
CCc1ccc(CNCCNCC(C)O)cc1 (stereo not drawn)	8%	-10%	-1%	-2%	3%	15%	-5%	20%	-12
COCCCN(C(=O)C(C)Oc1ccc(Br)cc1)c1c(N)n(Cc2ccccc2)c(=O)[nH]c1=O (stereo not drawn)	-4%	4%	-1%	-2%	0%	1%	2%	-6%	-5
O=C(Cc1ccc(Br)cc1)NC1CCCCC1	-1%	0%	0%	5%	-1%	-8%	-2%	16%	-11
Cn1cc(C(=O)c2ccc(Cl)cc2Cl)cc1C(=O)NN	3%	-4%	-2%	-3%	0%	-14%	-23%	13%	-1
O=C(CN1C(=O)c2ccccc2S1(=O)=O)Nc1cccnc1	9%[57.1 µM]	0%	0%	-5%	6%	16%	-4%	17%[57.1 µM]	-3
O=C(COc1ccccc1Cl)N1CCN(c2ncccn2)CC1	14%[57.1 µM]	0%	2%	3%	4%	-22%	-10%	12%[57.1 µM]	-1
O=C1NC(=O)C2(C=C(c3ccccc3)C(O)(c3ccccc3)C2)N1 (stereo not drawn)	-5%[11.4 µM]	-11%	-1%	-4%	7%	-29%	-19%	3%[11.4 µM]	-3
CCOC(=O)c1c(NC(=O)COC(=O)c2ccc(Cl)nc2)sc(C)c1C	/	-5%	-6%	-4%	-1%	/	?	/	-7
CCn1c(C(=O)N2CCC(C(=O)N3CCN(c4ccc(OC)cc4)CC3)CC2)cc2sccc21	-4%	3%	5%	-3%	8%	19%	3%	-9%	0
Cn1nc(OCC(N)=O)ccc1=O	4%	6%	-2%	-5%	1%	-5%[11.4 µM]	-9%	11%	-1
CCOc1ccccc1NC(=O)CN1C=NS(=O)(=O)c2ccccc21	-4%[57.1 µM]	-3%	3%	-2%	2%	-4%	3%	7%[57.1 µM]	-2
COc1ccccc1N1CCN(C(=O)Nc2ccc([N+](=O)[O-])cc2)CC1	5%[57.1 µM]	-19%	1%	-2%	-2%	8%	-10%	9%[57.1 µM]	-11
Clc1nccc(N2CCN(c3ccccc3Cl)CC2)n1	-9%[57.1 µM]	2%	-19%	-11%	-3%	-11%	-9%	-11%[57.1 µM]	3
Clc1ccc(Cn2ccc(C3CC3)n2)cc1	2%	0%	0%	2%	0%	3%	?	28%	-3
Cc1ccccc1N1C(=O)c2ccccc2C1O (stereo not drawn)	2%	7%	-1%	-2%	0%	5%	-11%	8%	-3
CN(CC(=O)Nc1ccc(Cl)c(C(F)(F)F)c1)C(=O)CCNC(=O)c1ccco1	10%	-3%	-2%	-3%	8%	-38%	-13%	11%	-2
CCC(C)Sc1ccc([C@H]2N[C@@](C)(C(=O)OC)[C@H]3C(=O)N(C)C(=O)[C@@H]23)cc1OC (stereo partly drawn)	6%[57.1 µM]	-1%	2%	-3%	19%	17%	-9%	6%[57.1 µM]	-1
O=[N+]([O-])c1cc(-n2cccc2)ccc1N1CCOCC1	7%[57.1 µM]	-11%	-10%	2%	6%	17%	-18%	12%[57.1 µM]	-6
O=C(CC1C(=O)NCCN1C(=O)c1ccc(Cl)cc1)Nc1ccc(F)cc1 (stereo not drawn)	-11%	3%	0%	-3%	14%	-12%	1%	-15%	-2
O=C(Nc1ccccc1)C1CC(=O)N(Cc2ccccc2)C1 (stereo not drawn)	0%	4%	3%	4%	-5%	13%	-18%	9%	-8
COc1ccc(NC(=O)CC2(CC(=O)O)CCCC2)cn1	-8%	9%	2%	3%	7%	8%	-11%	17%[57.1 µM]	-3
CCCCC(=O)NC1(C(F)(F)F)NC(=O)N(C)C1=O (stereo not drawn)	1%	1%	0%	-2%	-4%	-12%[11.4 µM]	-7%	5%	-1
COC(=O)c1ccc(COc2ccc(/C=N/O)cc2OC)o1	-3%	4%	-9%	3%	-4%	11%	-6%	-2%	-1
Cc1ccccc1S(=O)(=O)Nc1ncnc2ccccc12	-1%	3%	-2%	1%	9%	-10%	-17%	0%	-1
COC(=O)c1ccccc1NC(=O)CN1C(=O)COc2ccccc21	4%	-2%	-3%	-2%	20%	-3%	-19%	14%	-1
COC(=O)CN(c1ccc(C)c(Cl)c1)S(C)(=O)=O	-1%	/	-5%	12%	8%	11%	-16%	-1%	2
CC(=O)N1CCC(C(=O)Nc2nc(-c3ccccc3)ns2)CC1	-2%	-4%	1%	5%	14%	-49%	-13%	11%	-6
COc1ccc(C(=O)c2ccccc2)cc1	4%[57.1 µM]	4%	-3%	3%	-5%	-8%	-4%	0%[57.1 µM]	-17
CCCC(=O)Nc1nc2ccc3nc(C)sc3c2s1	13%[57.1 µM]	-7%	-5%	-2%	7%	-8%	-16%	9%[57.1 µM]	-7
Cc1cccc(C(=O)Oc2ccccc2C2C[C@]3(C)CC(=O)NC3N2C(=O)c2cccc(C)c2)c1 (stereo partly drawn)	-5%	4%	3%	-5%	3%	-9%	-11%	2%	-3
O=C(OCC(=O)N1CCC(Cc2ccccc2)CC1)c1ccccc1	7%[57.1 µM]	0%	1%	-2%	3%	-3%	-15%	19%[57.1 µM]	-2
Fc1ccccc1-c1nc2nc3ccccc3nc2n1CC1CCCO1 (stereo not drawn)	64%[activator][57.1 µM]	5%	-4%	-2%	1%	-18%	-5%	1%[57.1 µM]	1
C=CCOn1c(=O)c(-c2ccc(OC)c(OC)c2)[n+]([O-])c2ccccc21	-12%	-9%	0%	1%	-7%	3%	-20%	-32%	2
CC(C)(O)/C=C/C[C@](C)(O)C1CC[C@]2(C)C1[C@H](O[C@H]1O[C@@H](CO)[C@H](O)[C@@H](O)[C@@H]1O)CC1[C@@]3(C)CC[C@H](O)C(C)(C)C3[C@@H](O)C[C@]12C (stereo partly drawn)	6%	2%	3%	1%	-1%	-2%	-31%	28%	-5
COc1ccc(NC(=O)C2CCN(c3cc(C)nc(-c4ccccc4)n3)CC2)cc1	-9%	5%	-2%	-1%	-3%	20%	-9%	-5%	-2

Other compounds follow:
SMILES	TrxR1 substrate	Vif-A3F inh	Vif-APOBEC3G blk	Glioma ERSR ind	mIDH1 inhibitor	RGS4 inhibitor	USP1 inh	rTrxR1 inhibitor	LDHA inh
COc1ccc(NC(=O)CC2C(=O)N(c3cccc(OC)c3)C(=O)N2Cc2cccnc2)cc1 (stereo not drawn)	4%	4%	2%	-2%	-8%	-5%	-2%	23%	-2
Cn1nc(C(F)(F)F)c(-c2cccc(C(F)(F)F)c2)c1NC(=O)c1ccco1	-5%	3%	1%	-5%	1%	-17%	-26%	10%	-1
CCOC(=O)CN=C/C(C(=O)Nc1nccs1)=C(/C)O	-20%[11.4 µM]	-11%	1%	-7%	13%	-3%	?	30%[activator][11.4 µM]	-1
CCOc1ccccc1N(C(=O)c1ccccc1Cl)C1=NC(C)(C)CS1	4%[57.1 µM]	-3%	1%	-1%	8%	-2%	-13%	10%[57.1 µM]	-1

Assay outcomes as filed in PubChem BioAssay.

This is a subset; count on the stated rates, not on these rows.
